Screens (PubChem BioAssay)
HEK293 tox – cytotoxic in the GLP-1 receptor inverse agonist counter-screen. HEK293 cAMP-luciferase reporter cells, luminescence, 24 h. Potency, µM (titrated, usually from 38.3 µM), for inactives: at the top dose activity change, negative = inhibition, actives largely listed as inhibitors. AID 624418. actives 0.13% (n = 410,000);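 also: loss of luciferase light is scored as toxicity; potency is read from the fitted curve at half-maximal effect; % is scaled to controls: 0 for no effect and ±100 for the full control effect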
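Compound-treated cells are incubated 24 hr at 37 deg C under 5% CO2 after a 12 hour attachment period, then luciferase detection reagent is added and luminescence is measured following 12 min at room temperature; lowered signal indicates toxicity.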
D3 antag – blocks the human D3 dopamine receptor. D3R cells, DiscoveRx beta-arrestin luminescence, antagonist mode; active compounds read low. max response, negative = inhibition, %. actives 2.5% (n = 360,000). AID 652054; in the data active = max response below about -50%; inconclusive = no clear call, values can overlap the other calls; also: % is scaled to controls: 0 for no effect and ±100 for the full control effect; mostly tested at two doses, the higher about 12 µM
Target sequence (P35462 whole entry, looked up): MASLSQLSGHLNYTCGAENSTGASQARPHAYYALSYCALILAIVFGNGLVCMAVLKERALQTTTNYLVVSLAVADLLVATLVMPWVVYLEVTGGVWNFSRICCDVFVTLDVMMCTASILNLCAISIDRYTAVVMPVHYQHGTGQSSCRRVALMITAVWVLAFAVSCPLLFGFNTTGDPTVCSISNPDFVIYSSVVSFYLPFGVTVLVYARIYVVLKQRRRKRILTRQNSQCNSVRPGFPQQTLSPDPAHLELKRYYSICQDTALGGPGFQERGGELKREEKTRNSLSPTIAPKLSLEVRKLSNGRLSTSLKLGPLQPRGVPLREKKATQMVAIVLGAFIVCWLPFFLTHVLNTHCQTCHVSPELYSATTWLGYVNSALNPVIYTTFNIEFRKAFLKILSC
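Cells plated overnight at 1500 cells/well, then exposed to library compounds with dopamine controls for 90 minutes at 37 degrees C. DiscoveRx reagent added for 30–60 minutes at room temperature; luminescence read, quantitative HTS format.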
WRN inhibitor – inhibitors of human WRN helicase | Q14191 | WRN helicase unwinding, fluorescent forked duplex, kinetic | Potency, µM (doses to about 114 µM), for the others: at the top dose activity change, negative = inhibition, usual class: inhibitors | actives 0.46% (n = 360,000) | AID 651768; also: potency is read from the fitted curve at half-maximal effect; % is scaled to controls: 0 for no effect and ±100 for the full control effect; nearly all actives have a fitted effect of over 55% in size
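Fluorescence dequenching readout, ex 525 nm/em 598 nm, kinetic mode: forked duplex DNA (100 nM final) with adjacent fluorophore and quencher unwound by WRN (20 nM final) with 2 mM ATP. Compound preincubation 15 min, room temperature.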
DRD3 agonist – activates the human D3 dopamine receptor; P35462; D3R DiscoveRx beta-arrestin cells, luminescence, 90 min; max activation, %; actives 0.58% (n = 410,000); in the data active = max activation above about 30%; also: 0% is about no effect; mostly tested at two doses, the higher about 12 µM
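Agonist mode: compounds and dopamine controls were applied to plated cells for 90 min at 37 degrees C after an overnight attachment at 1500 cells/well. Luminescent read-out followed 30 - 60 minutes at room temperature with DiscoveRx detection reagent.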
GLP-1R agonist – activates the human GLP-1 receptor; P43220; HEK293 GLP-1R CRE-luciferase, luminescence, 4-6 h; cells express a hypersensitive GLP-1R form; Potency, µM (top dose mostly 45.6 µM), inactives show at the highest dose activation, most hits filed as activators; actives 0.007% (n = 380,000); also: potency is read from the fitted curve at half-maximal effect; % of control where 0% means no effect
PI5P4K alpha inh – inhibitors of human PI5P4K alpha. max response, %. PI5P4Kalpha enzyme, ADP-Glo luminescence, 60 min; active compounds read low. actives 1.2% (n = 330,000). AID 652105; active = max response of -50% or lower; inconclusive = between -30% and -50%; inactive = -30% or higher; also: value at the top dose of about 77 µM; % is scaled to controls: 0 for no effect and ±100 for the full control effect
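Human PI5P4Kalpha with substrate in 0.038 M HEPES pH 7.4, 0.28 mM EGTA, 0.1% CHAPS, 5% DMSO; reaction started with 5 microM ATP (final), 60 min at room temperature. ADP formed read by ADP-Glo luminescence.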
IL2 activator – activators of IL-2 | AID 652025 | activation, % (series mostly up to about 46 µM) | actives 0.065% (n = 360,000) | IL-2 activation reporter assay, cell-based qHTS; stimulated with anti-CD3/CD4/CD28 beads; in transgenic mouse T cells; in the data active = activation above about 50%; inconclusive = mostly about 30% to 49%; also: 0% is about no effect
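Unstimulated transgenic mouse T cells preincubated 60 min with compound, then stimulated with anti-CD3/anti-CD4-coated beads plus anti-CD28 for 18 h at 37 degrees C. IL-2 response read as EGFP and DsRed fluorescence by plate cytometry.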
GLP1R inv ag – acts as inverse agonist at human GLP-1 receptor; P43220; AID 624417; actives 1.6% (n = 410,000); Potency, µM (top dose mostly 38.3 µM), for the others: at the top dose activity change, negative = inhibition, usual class: inhibitors; HEK293 GLP-1R CRE-luciferase, luminescence, 24 h; GLP-1R form is constitutively active; also: potency is read from the fitted curve at half-maximal effect; % is scaled to controls: 0 for no effect and ±100 for the full control effect; nearly all actives have a fitted effect of over 55% in size
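Seeding at 200 cells/uL, 12 h culture, 24 hr compound treatment, then luciferase reagent and a luminescence read; cells are HEK293 stably expressing a constitutively active GLP-1R plus cAMP-responsive luciferase.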
PLK1 PBD block – inhibitors of human PLK1 polo-box domain binding; P53350; Plk1 PBD binding of FITC phosphopeptide, fluorescence polarization; Potency, µM, inactives show max response, negative = inhibition, hits mostly inhibitors; actives 2.8% (n = 360,000); also: potency is read from the fitted curve at half-maximal effect; series mostly up to about 57 µM; % is scaled to controls: 0 for no effect and ±100 for the full control effect; nearly all actives have a fitted effect of over 65% in size
Target sequence (P53350 whole entry, looked up, the tested form may be a part): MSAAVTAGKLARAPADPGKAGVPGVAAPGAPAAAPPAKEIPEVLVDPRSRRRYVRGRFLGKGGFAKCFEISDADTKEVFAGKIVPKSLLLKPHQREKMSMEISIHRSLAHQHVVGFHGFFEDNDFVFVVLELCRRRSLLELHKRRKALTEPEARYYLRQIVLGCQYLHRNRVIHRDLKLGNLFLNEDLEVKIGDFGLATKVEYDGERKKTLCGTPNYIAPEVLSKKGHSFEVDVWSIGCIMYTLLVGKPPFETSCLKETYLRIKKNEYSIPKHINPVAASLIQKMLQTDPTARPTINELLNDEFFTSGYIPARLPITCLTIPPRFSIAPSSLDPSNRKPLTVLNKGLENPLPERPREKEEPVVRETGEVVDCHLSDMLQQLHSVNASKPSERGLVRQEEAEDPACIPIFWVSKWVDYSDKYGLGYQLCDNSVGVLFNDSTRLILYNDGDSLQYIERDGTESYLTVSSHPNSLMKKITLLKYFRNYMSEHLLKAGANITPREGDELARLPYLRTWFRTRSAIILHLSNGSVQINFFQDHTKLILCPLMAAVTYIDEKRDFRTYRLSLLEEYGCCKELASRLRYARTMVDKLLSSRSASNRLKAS
The depositor's hits bear a star; ? = inconclusive; nt = no result given; & = joins results of further samples; [ ] = another dose, or the depositor's remark. Unless noted, calls follow the shape of the dose curve; as a rule, active = well fitted curve in the direction sought with a large enough effect; inconclusive = small, poorly fitted or top-dose-only effect, or another doubt; inactive = no such curve, though single readings can be large; an effect the other way counts as inactive or inconclusive.

SMILES | HEK293 tox | D3 antag | WRN inhibitor | DRD3 agonist | GLP-1R agonist | PI5P4K alpha inh | IL2 activator | GLP1R inv ag | PLK1 PBD block
O=c1c2ccccc2[nH]c(=S)n1Cc1cccnc1 | 5% | -20 | 1% | -1 | 13% | nt | -1.2 | 6% | 27µM*
Cc1cccc(C(=O)c2c[nH]cc2-c2ccccc2)c1 | -24% | 4 | 0% | 0 | -5% | -4 | -1.0 | ? | -2%
O=C(/C=C/c1ccco1)N1CCN(c2ncccn2)CC1 | -6% | -1 | -25%[57.1 µM] | 4 | -2% | 2 | 0.3 | 13% | -6%
CCN1C(=O)C(CC(=O)Nc2ccc(F)cc2)N(CCCN2CCN(c3ccc(F)cc3)CC2)C1=S (stereo not drawn) | -3%[0.307 µM] | -17 | -13% | -9 | 1% | -4 | -0.3 | 3%[0.307 µM] | 0%
CC(C)[C@H](NC(=O)c1ccc(Cl)c([N+](=O)[O-])c1)C(=O)O | 2% | 11 | -3% | 3 | -3% | -1 | -1.8 | 11% | -6%
CCN(CCO)C(=O)c1ccc2oc(Cc3ccc(Cl)cc3)nc2c1 | -12% | 6 | 5% | 10 | 1% | 8 | 0.4 | -20% | -3%
C=CCn1c(CNc2ccc(C)cc2)nnc1SCC(=O)N/N=C/c1ccc(O)cc1 | 14% | 1 | 3% | 3 | -6% | -7 | -1.5 | ? | ?
COc1cc(-c2[nH]nc3c2C(c2ccco2)C(C#N)=C(N)O3)cc(OC)c1OC (stereo not drawn) | 1% | 27 | -3% | 1 | -8% | -13 | -1.5 | 27% | 30µM*
COC(=O)CNC(=O)Cn1cnc2sc(C)c(S(=O)(=O)N3CCN(c4ccccc4OC)CC3)c2c1=O | 4% | 11 | -5% | 20 | 4% | 2 | -0.9 | -1% | -2%
CCCN(CC(=O)Nc1ccccc1OC)C(=O)c1cc(S(=O)(=O)NCc2ccccc2)ccc1C | -2% | 0 | ? | -9 | 0% | -3 | -3.9 | -27% | -6%
COc1ccccc1NC1=C(Cl)C(=O)OC1OC(=O)c1ccco1 (stereo not drawn) | -14% | 7 | -14% | 14 | 0% | -7 | -3.9 | -27% | -3%
CC1CN(C/C(=N\O)C23CC4CC(CC(C4)C2)C3)CC(C)O1 (stereo not drawn) | 10% | 10 | 1% | 9 | 17% | -3 | -2.6 | ? | 0%
Cc1ccc(C)c(NS(=O)(=O)c2cc(C(=O)NCCSC3CCCCC3)ccc2C)c1 | -12% | 10 | -15% | 13 | 0% | nt | -2.7 | 0% | -1%
CCOc1ccccc1C(=O)NCC(=O)NNC(=O)c1cccc(S(=O)(=O)Nc2ccc(OC)cc2)c1 | -8% | ? | -7% | -6 | -2% | -2 | -2.7 | 10% | -12%
COc1ccc(CNC(=O)C(=O)NCC2OCCN2S(=O)(=O)c2ccc(F)cc2)cc1 (stereo not drawn) | -1% | -8 | -29% | -8 | -2% | -20 | -4.2 | -3% | -1%
O=c1cc(N2CCOCC2)[nH]c(=O)n1C1CCCCC1 | -21% | -11 | -7% | -8 | -15% | 1 | -0.6 | 10% | -9%
CCCC(=O)N1CCCC(c2cc(C(=O)Nc3ccc4c(c3)OCO4)no2)C1 (stereo not drawn) | 3% | 25 | -4% | 0 | -4% | -12 | 0.0 | -14% | -2%
O=C1C=C(c2cccc(Cl)c2O)C[C@@H](c2ccc3c(c2)OCO3)C1 | 20% | -13 | -21% | 4 | -6% | -23 | 2.7 | 13% | -5%
COc1cc(O)c(C(CCN2CCN(c3ccccc3)CC2)c2cc(OC)c(OC)c(OC)c2)c(OC)c1 (stereo not drawn) | -16% | -137* | -6% | -72 | -4% | 6 | -0.4 | ? | 3%
Cc1cccc2sc(NC(=O)C3CC3)nc12 | -19% | 16 | 5% | 3 | 1% | 1 | -0.6 | 7% | 8%
N#CCCN1CCN(CCC#N)C1=S | -3% | 6 | 2% | 5 | 2% | 1 | 1.9 | 14% | 0%
O=C(CCN1C(=O)c2ccccc2C1=O)Nc1cccc(F)c1 | -18% | 19 | -4% | 7 | -1% | nt | -1.9 | 35%[activator] | 1%
CCOC(=O)c1ccsc1NC(=O)c1ccco1 | 1% | 34 | 4% | 14 | 27% | 0 | -4.8 | 116%[activator] | 0%
COc1ccc(C(=O)NCC(=O)NCC(=O)OCC(=O)C(C)(C)C)cc1 | -12% | -15 | 0% | 2 | -6% | 5 | 0.4 | 0% | -2%

Quoted at random: 2 entries already listed.
SMILES | HEK293 tox | D3 antag | WRN inhibitor | DRD3 agonist | GLP-1R agonist | PI5P4K alpha inh | IL2 activator | GLP1R inv ag | PLK1 PBD block
COc1ccc(C(=O)NCC(=O)NCC(=O)OCC(=O)C(C)(C)C)cc1 | -12% | -15 | 0% | 2 | -6% | 5 | 0.4 | 0% | -2%
O=C1C=C(c2cccc(Cl)c2O)C[C@@H](c2ccc3c(c2)OCO3)C1 | 20% | -13 | -21% | 4 | -6% | -23 | 2.7 | 13% | -5%

Additional records follow:
SMILES | HEK293 tox | D3 antag | WRN inhibitor | DRD3 agonist | GLP-1R agonist | PI5P4K alpha inh | IL2 activator | GLP1R inv ag | PLK1 PBD block
Cc1ccc(S(=O)(=O)CCC(=O)OC(C)C(=O)N2CCc3ccccc32)cc1 (stereo not drawn) | 6% | -24 | 1% | -8 | -4% | -6 | -5.7 | 0% | -8%
COc1ccc(C(=O)N/N=C/c2ccc(OC)c(CSc3ccccn3)c2)cc1 | -12% | -15 | 0% | -4 | 2% | -8 | 0.2 | ? | -13%
COCCCNC(=O)CSc1nc2cc3c(cc2c(=O)n1CCCC(=O)NCc1ccc(OC)cc1)OCO3 | -3%&5% | 2 | -1% | 5&8 | 0% | -5 | 1.1 | -2%&15% | -2%
O=C1C2(CCCC13COC(c1ccc(O)cc1)OC3)COC(c1ccc(O)cc1)OC2 (stereo not drawn) | -6% | 5 | 13% | 0 | -4% | -7 | -2.1 | 1% | 30µM*
CC12CCC(=O)N1C(C(=O)Nc1ccc(Cl)c(S(=O)(=O)N3CCCCC3)c1)CS2 (stereo not drawn) | 10% | 11 | -5% | 3 | -4% | 0 | -2.9 | ? | -4%
NS(=O)(=O)c1ccc(NC(=S)NC(=O)c2ccc3c(c2)OCO3)cc1 | -5% | 2 | -22% | 6 | -1% | 2 | -0.1 | 14% | -16%
Cc1ccc(-c2nnn(CC(=O)N(Cc3ccco3)C(C(=O)NC(C)(C)C)c3ccc(C)o3)n2)o1 (stereo not drawn) | 1% | 4 | -6% | -2 | 0% | -1 | -3.2 | 1.3µM* | -14%
Cc1nnc(NC(=O)c2ccncc2)s1 | 2% | 8 | -14% | 4 | 1% | -6 | -1.7 | 14% | -2%
CC(=O)C1=C(O)C(=O)N(c2nccs2)C1c1ccc(Br)cc1 (stereo not drawn) | 0% | -18 | -2% | -1 | -3% | -22 | -0.2 | 1% | -2%
CC(/C=N/NC(=O)CSc1nc2ccccc2n1C)=C\c1ccco1 | ? | -2 | -35% | 1 | 3% | -29 | 2.1 | -30% | -16%
CC(=O)c1ccc(N2CCN(S(=O)(=O)c3cc(-c4cc(C)no4)ccc3C(C)C)CC2)cc1 | 3% | 6 | -11% | 0 | 8% | 0 | -2.2 | ? | -7%
COC(=O)C1=C(C(=O)OC)SC2(S1)C(C(=O)OC)=C(C(=O)OC)SC1=C2c2cc(C)cc(C)c2NC1(C)C | -18% | -78* | 0% | -6 | 2% | 3 | -4.0 | ? | -18%
COc1ccc(/C=N/NC(=O)c2nc(-c3ccccc3)cc(-c3ccccc3)n2)cc1 | 1% | 0 | -7% | 6 | 0% | -16 | 0.3 | 2% | -8%
O=C(COC(=O)C1CC2C=CC1C2)NCc1ccc(F)cc1 (stereo not drawn) | 0%[1.53 µM] | 3 | -9%[57.1 µM] | 2 | -4% | -6 | 1.3 | 2% | 2%
COc1ccc(S(=O)(=O)N2CCN(C(=O)c3cnc(C)cn3)CC2)cc1 | -1% | 13 | 8% | -1 | 3% | -4 | 0.4 | 1% | 0%
O=C1CNC(=O)/C(=C\c2ccccc2)N1 | -29% | 8 | -4% | 1 | 2% | -5 | 1.6 | 2% | -10%
O=C(NC1CC2CCCC(C1)N2Cc1ccccc1)c1ccc([N+](=O)[O-])cc1 (stereo not drawn) | -19% | -89* | 8% | -20 | 3% | -6 | 0.7 | 13% | 3%
CC(=O)c1cccc(NC(=S)NC(=O)c2ccc(C)cc2)c1 | ? | -1 | -11% | -2 | 9% | 0 | 4.7 | -16% | -1%
Cc1ccc(/C=N/NC(=O)c2ccc(NC(=O)c3ccccc3Cl)cc2)o1 | 3% | 5 | 10% | -2 | 4% | 6 | -0.6 | ? | -6%
COc1ccc(Cl)cc1NC(=O)NCc1cccnc1 | -2% | -27 | -10% | -20 | -5% | 7 | -1.6 | -30% | -2%
CN(C)S(=O)(=O)c1ccc(SCC(=O)Nc2cccc(S(=O)(=O)N3CCCC3)c2)nc1 | 3% | 10 | -9% | 4 | 3% | -12 | -0.8 | 8% | -16%
C/C(=N\OCC(=O)OCC(=O)NCc1ccccc1)c1ccc2c(c1)OCO2 | 0% | 27 | ? | -5 | -2% | -11 | 0.2 | 8% | -10%
COc1ccc(N(C(=O)C(C)C)S(=O)(=O)c2ccc(Cl)cc2)cc1 | 8% | -24 | -9% | -9 | -3% | nt | -3.1 | 0% | -8%
CCCCCC(=O)N1CCCC1 | 4% | 4 | 0% | 2 | 11% | 1 | 1.8 | 0% | -9%
O=C(NCC1CCCO1)C1CCCN1C(=O)NC1CCCCC1 (stereo not drawn) | 16% | -5 | -14% | 4 | -12% | 2 | 2.4 | 24% | -8%
COc1ccc(C(=O)Nc2ccccc2C(=O)Nc2ccncc2)cc1 | 5% | -1 | -3% | 6 | 24% | 1 | -0.2 | 50%[activator] | 1%
COc1ccc(C(=O)Nc2ccc(Cl)c(S(=O)(=O)N3CCOCC3)c2)cc1 | -13% | 13 | -12% | 7 | -2% | 0 | -1.0 | ? | -4%
O=C(Nc1ccccc1N1CCOCC1)C1CCCCN1S(=O)(=O)c1ccccc1 (stereo not drawn) | -4%[7.66 µM] | 19 | -17% | 0 | 2% | 3 | -0.8 | -2%[7.66 µM] | -9%
